PLCb3 inh = human PLC-beta3 inhibitors, primary screen, biochemical, fluorescence. Purified PLC-beta3, fluorogenic substrate. inhibition, % at 12.2 µM. hit rate 0.18% among 370,000. AID 720704, 2013; in the data active = inhibition above about 11%;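 note: 0% = median of compound wells on plate and 100% = full blocker control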
UHRF1 binding = UHRF1 methylated DNA binding inhibitors, primary screen, counter-screen for MBD2 inhibitor project, biochemical, TR-FRET, human UHRF1, single concentration; E3 ubiquitin-protein ligase UHRF1 (Homo sapiens), Q96T88; inhibition, % at 4.4 µM; UHRF1 binding to methylated oligo; hit rate 0.75% among 370,000; AID 687016, 2013; in the data active = inhibition above about 21%;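 note: UHRF1 SRA domain binding a hemimethylated CpG hairpin DNA probe; 0% = median of test compound wells and 100% = reference inhibitor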
DDE Tn6 FP inh = inhibitors of Tn6 peptide binding to fibrin DD(E), primary screen, biochemical, fluorescence polarization, human fibrin, Tn6 probe; inhibition, % at 8.3 µM; Fibrinogen beta chain (Homo sapiens), P02675; hit rate 0.21% among 370,000; AID 720509, 2013; Fibrin DD(E) TRITC-Tn6 fluorescence polarization displacement;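 active = inhibition above a per-campaign cutoff: mean of compounds within control limits plus 3 SD, cut at about 15% in these data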;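 note: 0% = median of all compound wells on the plate and 100% = blocking peptide control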
HGIII-sPLA2 inh = human group III sPLA2 inhibitors, primary screen, biochemical, QFRET, BODIPY PC-A2 liposome substrate; Group 3 secretory phospholipase A2 (Homo sapiens), Q9NZ20; QFRET BODIPY PC-A2 liposome hydrolysis, fluorescence; inhibition, % at 12.2 µM; hit rate 0.56% among 370,000; AID 743126, 2013;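 active = inhibition above mean plus 3 SD of compounds lying within the high and low control bounds, cut at about 19% in these data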;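 note: 0% = median of test compound wells and 100% = no enzyme DMSO wells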
Tn7 DDE FP = inhibitors of Tn7 peptide binding to fibrin DD(E), primary screen, biochemical, fluorescence polarization, human fibrin, Tn7 probe; hit rate 0.13% among 370,000; FP displacement of FITC-Tn7 peptide from fibrin DD(E); 0% = median of compound wells per plate; Fibrinogen beta chain (Homo sapiens), P02675; inhibition, % at 8.3 µM;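 active = inhibition above the mean of compounds falling within the control limits plus 3 SD of them, cut at about 14% in these data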;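 note: 0% = plate median of compound wells and 100% = 10 µM Aha-Tn7 peptide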
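Test system: human clot-derived fibrin DD(E) complex / Quantity: 2 µM final DD(E) protein / Incubation: 10 min plus 3 h, room temperature / Measured by: fluorescence polarization / Benchmarks: high control of 10 µM Aha-Tn7 peptide / Replicates: singlicate testing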
proKLK7 act = proKLK7 zymogen activators, primary screen, biochemical, fluorescence intensity. AID 652039, 2013. activation, % at 7 µM. Kallikrein-7 (Homo sapiens), P49862. purified proKLK7, EDANS-DABCYL substrate fluorescence; 100% is mature enzyme control, 0% vehicle. hit rate 0.9% among 370,000;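 active = activation above the mean of all tested compounds plus 3 SD, computed per campaign excluding outliers beyond control limits, cut at about 13% in these data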
Target sequence (P49862 whole entry, looked up): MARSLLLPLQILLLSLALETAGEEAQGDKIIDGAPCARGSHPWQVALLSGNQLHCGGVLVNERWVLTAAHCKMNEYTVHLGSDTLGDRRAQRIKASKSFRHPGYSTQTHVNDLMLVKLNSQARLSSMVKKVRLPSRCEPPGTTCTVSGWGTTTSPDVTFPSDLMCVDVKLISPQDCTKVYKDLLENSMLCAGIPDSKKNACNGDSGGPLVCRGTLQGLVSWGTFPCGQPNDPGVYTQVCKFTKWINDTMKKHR
NR1D1 modulator = modulators of Rev-erb alpha DNA binding, primary screen, biochemical, FITC-DNA, fluorescence polarization, uHTS | hit rate 0.79% among 370,000 | activity, % at 10 µM | Rev-erbα–FITC-DNA binding, 90 min | AID 1259318, 2017 | Nuclear receptor subfamily 1 group D member 1 (Homo sapiens), P20393;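 active = activity above about 14%, limit read from the data; passing the limit was not always enough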;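 note: 0% = DMSO wells with 35 nM protein and 100% = DMSO wells with 750 nM protein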
Target sequence (P20393 whole entry, looked up): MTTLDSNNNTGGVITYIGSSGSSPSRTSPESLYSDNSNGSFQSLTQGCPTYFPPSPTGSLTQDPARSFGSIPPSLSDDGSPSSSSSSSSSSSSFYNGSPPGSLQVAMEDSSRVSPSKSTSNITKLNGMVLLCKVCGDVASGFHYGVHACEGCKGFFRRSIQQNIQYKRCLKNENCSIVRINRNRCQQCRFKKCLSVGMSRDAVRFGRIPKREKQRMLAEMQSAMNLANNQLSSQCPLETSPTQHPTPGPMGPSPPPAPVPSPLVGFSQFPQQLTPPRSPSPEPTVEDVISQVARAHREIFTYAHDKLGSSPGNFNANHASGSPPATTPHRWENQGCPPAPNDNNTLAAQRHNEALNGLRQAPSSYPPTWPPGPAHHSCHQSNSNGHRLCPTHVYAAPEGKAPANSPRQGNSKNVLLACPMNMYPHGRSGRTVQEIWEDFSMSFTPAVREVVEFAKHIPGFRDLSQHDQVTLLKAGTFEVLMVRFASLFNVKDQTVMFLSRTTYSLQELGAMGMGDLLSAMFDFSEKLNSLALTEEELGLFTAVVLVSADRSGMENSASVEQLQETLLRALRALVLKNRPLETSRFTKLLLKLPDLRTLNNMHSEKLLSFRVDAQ
ASAP1 GAP inh = inhibitors of human ASAP1 ArfGAP activity, primary screen, biochemical, fluorescence polarization. inhibition, % at 16.5 µM. Arf-GAP with SH3 domain, ANK repeat and PH domain-containing protein 1 (Homo sapiens), …. hit rate 0.19% among 360,000. AID 624377, 2012. ASAP1-stimulated ARF1 GTP hydrolysis, GDP FP detection; in the data active = inhibition above about 25%;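 note: 0% = vehicle with enzyme and substrate and 100% = no enzyme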
ARFGAP1 inh = inhibitors of rat ARFGAP1 GAP activity, primary screen, biochemical, fluorescence polarization, GDP tracer; Arfgap1-stimulated ARF1 GTP hydrolysis, GDP FP detection; AID 651572, 2012; hit rate 0.26% among 360,000; inhibition, % at 16.5 µM;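 active = inhibition above a per-plate limit, mean inhibition of low control wells plus 3 SD, cut at about 25% in these data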;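 note: 0% = DMSO wells with enzyme and 100% = wells lacking Arfgap1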
Target sequence (Q62848 1-136 limits assumed): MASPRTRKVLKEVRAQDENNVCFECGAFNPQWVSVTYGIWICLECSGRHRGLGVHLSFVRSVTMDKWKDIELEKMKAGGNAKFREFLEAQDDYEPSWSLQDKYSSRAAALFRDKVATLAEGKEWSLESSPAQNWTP
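Material: truncated rat Arfgap1 GAP domain; Incubation: compound-enzyme preincubation 20 min, reaction 120 min, detection 60 min, 25 °C; Read-out: percent inhibition of Arfgap1-stimulated GTP hydrolysis; Technique: FP, GDP Alexa 633 tracer displaced from anti-GDP antibody, 620/688 nm; Controls: No-Arfgap1 wells (100%) versus DMSO full-reaction wells (0%); Replication: single well per compound.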
PLCg1 inh = PLC-gamma1 enzyme inhibitors, primary screen, biochemical, fluorescence, purified enzyme. 1-phosphatidylinositol 4,5-bisphosphate phosphodiesterase gamma-1 (Homo sapiens), P19174. inhibition, % at 12.2 µM. hit rate 0.84% among 370,000. AID 720700, 2013. fluorogenic substrate; in the data active = inhibition above about 9.5%
Active calls of the source: *; x = no result given; & = joins results of further samples.

SMILES	PLCb3 inh	UHRF1 binding	DDE Tn6 FP inh	HGIII-sPLA2 inh	Tn7 DDE FP	proKLK7 act	NR1D1 modulator	ASAP1 GAP inh	ARFGAP1 inh	PLCg1 inh
CC(C(=O)NC(C)(C)C)N(C(=O)CS(=O)CC(=O)Nc1ccc(F)cc1)c1ccccc1F (centres undefined)	-6	1	-3	4	5	-0.2	-3	4	8	2
NC(=O)c1ccc(CN2CCC(Cc3ccccc3)CC2)cc1	-6	0	1	4	5	-0.3	3	-10	-7	2
CC(NS(=O)(=O)c1ccc(Cl)c(Cl)c1)C(=O)OCC(=O)N1CCCCCC1 (centres undefined)	-8	-1	1	0	4	-0.2	-5	-2	-14	-1
O=C(CSc1nnc(CN2CCOCC2)n1-c1ccccc1)N1CCc2ccccc21	4	2	-4	1	-8	0.3	1	1	6	-11
FC(F)(F)COc1nc(OCC(F)(F)F)nc(N2CCN(c3ccccc3)CC2)n1	1	1	0	1	5	0.0	3	3	-7	1
Cc1cc2oc(C(=O)NC3CCS(=O)(=O)C3)cc(=O)c2cc1C (centres undefined)	-32	0	-9	-3	-7	0.9	6	-1	6	-19
O=C(NCC1CCCCC1)c1ccc(F)c(S(=O)(=O)N2CCOCC2)c1	0	-1	2	-4	0	-0.7	-10	-5	5	3
C[C@H]1CN([C@@H](C)CO)C(=O)c2cc(Br)cnc2O[C@@H]1CN(C)C(=O)Nc1ccc(C(F)(F)F)cc1	-2	2	3	8	-1	0.1	0	6	3	0
Cc1cc(CSc2ccc(Cl)cc2)ccc1N	5	0	4	13	0	-0.5	3	8	-6	5
Cc1cc(C)c2oc(=O)cc(CN3CCCCC3)c2c1	-12	4	2	2	-6	0.3	2	-12	4	-7
O=C(NCCCCNC(=O)c1ccccc1F)c1ccccc1F	-8	2	3	11	0	-0.1	2	8	2	-2
CCOC(=O)C1=C(N)OC2=C(C(=O)CC(C)(C)C2)C1c1ccc(CC)s1 (centres undefined)	1	3	6	1	1	0.6	7	1	3	-3
COc1ccc(/C=N/NC(=O)c2ccc[nH]2)cc1	-6	-1	9	2	-1	-0.4	-6	4	-13	0
COCCCn1cc(C(=O)c2ccccc2OCC(=O)Nc2cccc(F)c2)cc(C#N)c1=O	-2	-1	-1	-4	-3	-0.4	-3	10	0	-7
O=[N+]([O-])c1ccc(N2CCCC2)nc1N1CCCC1	7	-4	0	-3	0	0.9	8	0	5	4
CCc1c(C)sc(NC(=O)c2cc(CC(C)C)on2)c1C#N	-1	1	0	10	-6	0.3	-6	2	-7	-2
O=C(O)CSCc1ccc(Cl)cc1	-2	-2	-1	1	-4	-0.5	-2	-5	-1	-1
Cc1ccc(C(=O)NC(=S)Nc2cc(-c3nc4ccccc4s3)ccc2C)cc1	-30	0	-2	-2	2	-0.4	-2	-1	1	-18
Cc1ccc(C(=O)OCC(=O)Nc2ccc(N(C)C)cc2)cc1NC(=O)c1ccco1	2	-5	5	0	0	-0.2	-2	-10	6	1
CSC1=N/C(=C\c2ccc(Cl)cc2)C(=O)N1N(C)C	4	-4	3	1	8	-0.1	-7	-2	-6	3
COc1cccc(-c2cc3nc(NCCN4CCCC4)n(C)c(=O)c3s2)c1	-12	2	4	5	-3	-0.1	-1	-22	-7	-6
CCCCC(=O)Nc1ccc2c(c1)nc1n2CCN(CCOC)C1	-290	-1	-6	-3	0	6.5	-7	1	2	-276
COC(=O)c1c(-c2ccccc2OC)sc2ccc(OC)cc12	-22	12	-14	-13	-6	-0.8	6	4	15	-12
O=c1cc(-c2ccccc2)nc2cc(-c3ccc(F)cc3)[nH]n12	-35	0	0	-2	3	-2.8	-3	-16	-4	-34
O=C1CCC([N+](=O)[O-])C(c2cccc(Cl)c2Cl)N1 (centres undefined)	4	2	7	0	3	0.1	-3	-7	-11	0
COc1ccc(N(C(=O)c2ccc(S(=O)(=O)N3CCCC3)cc2)C2C=CS(=O)(=O)C2)cc1 (centres undefined)	-5	3	-9	0	3	0.1	2	-6	-12	4
O=C(C1CCN(S(=O)(=O)c2cccnc2)CC1)N1CCN(c2ccccc2Cl)CC1	0	1	5	-3	1	0.1	1	14	4	1
COc1ccc(OCC(=O)O/N=C(\N)Cc2ccc(Cl)cc2)cc1	-2	1	3	-7	-3	-0.1	0	-13	17	-2
CCN(CC)S(=O)(=O)c1cc(C(=O)OCC(=O)Nc2ccc(-c3nc4ccc(C)cc4s3)cc2)ccc1F	-19	1	-3	0	-2	0.5	21	15	-9	-13
CCc1c(-c2n[nH]c(=S)n2Cc2ccccc2)csc1C	-4	0	3	20*	3	-0.3	2	14	-2	2
CN(C)CC(O)COc1ccc(-c2ccc(C#N)cc2)cc1 (centres undefined)	-3	-3	4	8	1	1.1	-2	-5	10	-2
COC(=O)C1CN(Cc2cn(Cc3ccc(Cl)cc3)nn2)CCS(=O)(=O)N1Cc1ccccc1 (centres undefined)	2	12	-3	-2	-15	0.1	2	x	x	2
CN1CCN(c2ccc(S(=O)(=O)N3CCCCC3)cc2NC(=O)CSCc2ccccc2)CC1	-6	0	7	-10	1	0.3	1	0	8	-1
O=C(O)c1ccc(N=NN2CCCC2)cc1	0	-3	-6	2	0	0.1	4	3	8	-1
Cc1ccccc1CN1C(=O)c2ccccc2C1c1nnnn1-c1ccc2c(c1)OCCO2 (centres undefined)	3	0	3	1	-3	0.2	3	4	6	3
CCCNC(=O)c1cc2nc(-c3ccccc3)cc(C(F)(F)F)n2n1	-38	-2	7	-1	0	1.1	-4	7	-4	-25
O=C(CCC1CCCCC1)NCCS(=O)(=O)N1CCN(c2ccccc2)CC1	-6	1	-1	-5	5	-0.5	2	-1	-12	-2
CCOc1ccc(N(CC(=O)N2CCCC2)S(=O)(=O)c2ccc(F)cc2)cc1	-6	1	2	1	0	0.1	-5	4	6	0
Nc1ncnc2c1CCC2	9	5	-6	-6	6	-0.4	-5	1	-8	6
COc1ccccc1/C=C/C(=O)NCCC1=CCCCC1	-3	-4	7	-2	5	0.4	-1	-5	-3	0
CSc1ncccc1C(=O)OCC(=O)Nc1cccc(S(=O)(=O)N2CCOCC2)c1	2	0	-6	-19	-2	0.6	-5	2	-3	0
CC(C)(C)NCC(O)COc1ccccc1C(C)(C)C (centres undefined)	4	0	0	-6	-3	-0.1	-3	-3	-10	7
CC(=O)c1c(COC(=O)c2ccc(F)cc2)nc2ccccc2[n+]1[O-]	-6	3	-9	2	4	-0.1	1	15	2	1
COc1ccccc1NC(=O)N1CCN(c2cccc(C(F)(F)F)c2)CC1	5	-4	0	5	-4	-0.9	0	4	1	1
O=C(Nc1cc2c3c(c1)C1CCCC1CN3CC1CCCC21)c1ccccc1 (centres undefined)	-189	1	-4	5	1	8.9	1	13	-5	-157
CC(C)C12CN(C(=O)c3ccccc3[N+](=O)[O-])CC(C(C)C)(CN(C(=O)c3ccccc3[N+](=O)[O-])C1)C2=O	-11	3	-4	10	5	0.1	1	-9	6	0
N#C/C(=C(/O)c1ccccc1F)c1nc2cc(C(F)(F)F)ccc2s1	-149	1	-1	-17	3	-0.1	-3	12	-6	-83
C/C(=N\NC(=O)c1cccc(S(=O)(=O)N2CCCC2)c1)c1ccncc1	-6	-3	-4	-3	-3	-0.1	-6	-3	-4	-3

Given in CSV form: part of the list above.
Molecule,PLCb3 inh,UHRF1 binding,DDE Tn6 FP inh,HGIII-sPLA2 inh,Tn7 DDE FP,proKLK7 act,NR1D1 modulator,ASAP1 GAP inh,ARFGAP1 inh,PLCg1 inh
CC(C)(C)NCC(O)COc1ccccc1C(C)(C)C (centres undefined),4,0,0,-6,-3,-0.1,-3,-3,-10,7
CC(=O)c1c(COC(=O)c2ccc(F)cc2)nc2ccccc2[n+]1[O-],-6,3,-9,2,4,-0.1,1,15,2,1
COc1ccccc1NC(=O)N1CCN(c2cccc(C(F)(F)F)c2)CC1,5,-4,0,5,-4,-0.9,0,4,1,1

Further compounds follow.
SMILES	PLCb3 inh	UHRF1 binding	DDE Tn6 FP inh	HGIII-sPLA2 inh	Tn7 DDE FP	proKLK7 act	NR1D1 modulator	ASAP1 GAP inh	ARFGAP1 inh	PLCg1 inh
CCOC(=O)C1CCN(C(=O)CSc2nc3ncccc3[nH]2)CC1	-5	-1	2	0	-2	1.0	2	2	4	3
OCCC#Cc1ccc(CN2CCN(CCc3ccccc3)C(CCO)C2)cc1 (centres undefined)	-7	2	0	7	2	-0.2	-2	3	-6	-3
O=C(Nc1nc(-c2ccccc2)c(-c2ccccc2)s1)c1ccc(S(=O)(=O)N2CCCC2)cc1	4	-2	-11	5	-1	0.3	16	-5	10	4
O=C1c2ccccc2C(O)(c2ccccc2)N1C1CC1 (centres undefined)	-2	-3	3	1	2	-0.1	-4	-4	10	4
Cc1cc(C)c2nc(-c3cccnc3)cc(C(=O)Nc3ccc(S(=O)(=O)Nc4onc(C)c4C)cc3)c2c1	1	1	-18	-75	-9	0.7	1	-3	0	4
COc1cc(C(=O)NC(=S)Nc2csc(-c3ccc(F)cc3)n2)cc(OC)c1OC	-3	1	-2	1	-6	-0.2	-1	-3	14	1
COc1ccc(-c2csc(NC(=S)NC(=O)c3ccc4ccccc4c3)n2)cc1OC	-3	-1	5	5	-10	0.3	-11	13	-4	2
O=C(Cc1ccccc1[N+](=O)[O-])Nc1ccccc1C(=O)N1CCOCC1	-3	4	-6	4	3	-0.2	-5	7	0	3
Cc1cc(C(=O)COc2ccc(F)cc2Br)c(C)n1C	1	-1	0	6	4	-0.1	-3	4	0	-1
CC1=C(C(=O)OCc2ccccc2)C(c2ccccn2)c2c(n(C)c(=O)n(C)c2=O)N1 (centres undefined)	-9&-9	-1&-2	-2&0	-5&3	1&-1	0.5&0.2	-2&-2	-14&10	5&-1	-7&-8
CSCCC(NC(=O)c1ccccc1Cl)C(=O)NCc1ccncc1 (centres undefined)	-4	-1	-1	6	-3	0.2	3	1	1	0

Bioassay records from PubChem.
